core dimer inh: blocks dimerization of HCV core protein; 300,000 compounds, 0.33% hits; inhibition, % at 5 µM; TR-FRET GST/Flag-core106 dimerization, 1536-well;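 active = inhibition above the mean of all tested compounds plus 3 SD, set per screening campaign, cut at about 45% in these data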
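Test system: GST/Flag-tagged HCV core106 proteins; Medium: KF-containing HEPES buffer, pH 7.45, DTT, CHAPS, BSA; Times: compound-protein-antibody incubation 4 h at 22.5 °C; Detection: TR-FRET 671 and 617 nm emission; Benchmarks: wells lacking GST-core106 and wells with excess unlabelled core106.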
PREPL inhibitor: inhibits the human prolyl oligopeptidase-like enzyme; Q4J6C6; 320,000 compounds, 0.68% hits; AID 2751; inhibition, % at 5.96 µM; recombinant PREPL, fluorescence polarization activity-based probe; in the data active = inhibition above about 43%;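 note: 0% = enzyme with DMSO and 100% = wells lacking enzyme; many of its hits are not listed in these tables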
GASC-1 inh: human JMJD2C demethylase inhibition; GST-JMJD2C(1-420) H3K9me3 demethylation, DELFIA europium; inhibition, % at 2.35 µM; 330,000 compounds, 0.069% hits; AID 2099;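 active = more than half of a compound's replicate wells show inhibition beyond 50%, single wells judged on their own value; inconclusive = some, but no more than half, of replicates pass 50% inhibition; inactive = no replicate passes 50% inhibition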;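 note: signal counts dimethyl H3K9 product captured on neutravidin plate; 0% = median of DMSO wells and 100% = 0.3 times that DMSO median; strong numbers were not always called active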
PP1 inh: counter-screen for PP5 inhibitors: inhibitors of human PP1-alpha | AID 2235 | purified PP1alpha, OMFP fluorescence | 320,000 compounds, 0.9% hits | P62136 | inhibition, % at 6.7 µM;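 active = inhibition above the mean inhibition of all tested compounds plus 3 SD, computed separately for each screening campaign, cut at about 15% in these data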
Target sequence (P62136 whole entry, looked up): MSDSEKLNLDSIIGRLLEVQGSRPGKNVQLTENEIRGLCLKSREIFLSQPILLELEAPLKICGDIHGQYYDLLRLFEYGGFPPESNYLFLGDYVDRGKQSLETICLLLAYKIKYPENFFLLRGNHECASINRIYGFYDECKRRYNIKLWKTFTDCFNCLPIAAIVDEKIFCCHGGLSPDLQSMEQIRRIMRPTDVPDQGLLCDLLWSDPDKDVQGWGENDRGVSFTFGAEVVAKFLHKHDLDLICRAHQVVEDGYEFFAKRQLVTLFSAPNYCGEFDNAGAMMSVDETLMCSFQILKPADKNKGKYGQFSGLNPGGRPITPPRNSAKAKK
TPT1 inh: blocks Candida albicans tRNA 2'-phosphotransferase | recombinant caTPT1, FP RNA substrate dephosphorylation | inhibition, % at 5 µM | 300,000 compounds, 0.81% hits;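 active = inhibition above the mean of all tested compounds plus 3 SD, set per screening campaign, cut at about 24% in these data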;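 note: plate controls were DMSO alone for no effect and ferristatin control at 100 nM for full effect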
PP5 inh: inhibitors of human protein phosphatase 5 (PP5); purified PP5c, OMFP substrate fluorescence; inhibition, % at 6.7 µM; 320,000 compounds, 0.18% hits; AID 1987;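 active = inhibition above the campaign's mean inhibition across all tested compounds plus 3 SD, cut at about 9.5% in these data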;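 note: 0% = DMSO only and 100% = 100 µM cantharidin control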
Target sequence (P53041 whole entry, looked up): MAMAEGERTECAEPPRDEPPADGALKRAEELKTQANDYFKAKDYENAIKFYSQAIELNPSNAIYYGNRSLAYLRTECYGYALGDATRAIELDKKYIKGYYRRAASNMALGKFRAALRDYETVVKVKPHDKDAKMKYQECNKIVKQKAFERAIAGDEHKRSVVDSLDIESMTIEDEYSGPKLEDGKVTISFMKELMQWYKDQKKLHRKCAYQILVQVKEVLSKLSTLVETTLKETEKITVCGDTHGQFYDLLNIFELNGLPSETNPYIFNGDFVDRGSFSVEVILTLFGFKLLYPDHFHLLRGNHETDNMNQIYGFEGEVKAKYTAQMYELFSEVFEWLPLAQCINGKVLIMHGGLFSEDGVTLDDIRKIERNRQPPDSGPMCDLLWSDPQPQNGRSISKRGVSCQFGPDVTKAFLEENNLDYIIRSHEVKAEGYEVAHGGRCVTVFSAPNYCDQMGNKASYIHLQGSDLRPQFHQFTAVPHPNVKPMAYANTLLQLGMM
Fh CTSL1 inh: blocks F. hepatica cathepsin L1 in PFM18AAP counter-screen | recombinant F. hepatica cathepsin L1, Z-Leu-Arg-MCA fluorescence | inhibition, % at 5.96 µM | 300,000 compounds, 0.49% hits | AID 1906;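 active = inhibition above the mean of all tested compounds plus 3 SD, set per screening campaign, cut at about 17% in these data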;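 note: 0% = plate median of test compound wells and 100% = 1 µM Z-Phe-Ala-diazomethylketone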
LYPLA2 inh: blocks human lysophospholipase 2, a PME1 counter-screen; inhibition, % at 5.9 µM; AID 2177; 320,000 compounds, 0.38% hits; O95372; recombinant LYPLA2, FP-Rh probe fluorescence polarization;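 active = inhibition above the screen-wide mean plus 3 SD, limit set per campaign, cut at about 26% in these data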;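 note: 0% = LYPLA2 with DMSO and 100% = wells lacking LYPLA2 enzyme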
Target sequence (O95372 whole entry, looked up): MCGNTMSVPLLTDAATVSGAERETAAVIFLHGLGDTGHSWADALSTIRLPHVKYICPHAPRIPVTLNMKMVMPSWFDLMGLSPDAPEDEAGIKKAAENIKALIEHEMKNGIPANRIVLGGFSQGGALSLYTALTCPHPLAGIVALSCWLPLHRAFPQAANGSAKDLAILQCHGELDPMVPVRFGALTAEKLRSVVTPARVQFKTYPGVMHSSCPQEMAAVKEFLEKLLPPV
Efflux pump inh: antifungal efflux pump inhibition, Nile Red retention; AID 485275; S. cerevisiae Candida pump triplex; 330,000 compounds, 0.44% hits; inhibition, % at 10 µM;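 active = plate passing quality check with inhibition over a set limit, or well fluorescence over plate mean plus 4 SD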;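 note: Nile Red retained in pooled yeast measured as flow cytometry median fluorescence; 0% = buffer negative control and 100% = Enniatin B positive control; higher means more Nile Red kept so more efflux inhibition; some compounds called inactive have numbers as strong as hits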
Numbers without * were called inactive; ? = inconclusive; . = no result given.

SMILES	core dimer inh	PREPL inhibitor	GASC-1 inh	PP1 inh	TPT1 inh	PP5 inh	Fh CTSL1 inh	LYPLA2 inh	Efflux pump inh
O=[N+]([O-])c1cc(-c2ncccn2)c([N+](=O)[O-])s1	-8	7	1	-3	3	3.1	6	-1	0.5
COC(=O)c1cc(S(=O)(=O)N2CCN(Cc3ccccc3)CC2)c[nH]1	-12	16	-5	-3	-2	-0.4	0	2	0.0
COc1cc([N+](=O)[O-])ccc1NC(=O)COC(=O)C=C(C)C	1	10	1	11	-2	-0.5	-15	-2	0.3
N#C/C(=C/c1ccc(-c2cc([N+](=O)[O-])ccc2Cl)o1)C(N)=O	11	5	3	3	1	-2.2	-4	4	0.0
Cc1nn(CC(=O)NNC(=O)c2cccc(Br)c2)c(C)c1[N+](=O)[O-]	5	-7	-3	-2	0	2.9	-2	1	-0.4
Cc1nc2nc(-c3cccs3)[nH]c2cc1Br	13	-4	-3	-4	-2	0.2	-2	-16	0.0
CCN1CCc2c(sc(NC(=S)NC(=O)c3ccco3)c2C(N)=O)C1	-16	11	2	-1	33*	3.2	2	-2	0.0
CCOC(CCn1c(SCc2cccc([N+](=O)[O-])c2)nc2ccccc2c1=O)OCC	4	10	0	1	0	0.4	2	-6	0.0
CCOc1cc(CNn2c(C)nnc2SCC(=O)NC(C)(C)C)ccc1OCC(=O)NC(C)(C)C	2	-2	-8	-6	4	4.5	2	-1	0.0
Cc1cccc2cc3c(N)c(C#N)sc3nc12	-33	6	-3	4	-6	3.8	1	-6	0.0
COc1ccc(NC(=O)C(=O)N/N=C\c2ccc(CNC(=O)C(=O)Nc3ccc(C)c(C)c3)o2)c(OC)c1	7	11	3	2	-2	0.1	5	2	0.0
CCOc1ccc(N2C(=O)CC(NCC#N)C2=O)cc1 (stereo not given)	-2	3	9	-3	2	0.5	1	0	0.2
Cc1c(CC=C(Cl)Cl)c(=O)[nH]c2c(C)cccc12	-10	0	-17	-2	-2	-0.5	3	2	-0.1
COC(=O)c1[nH]c2cc(OC)ccc2c1NC(=O)c1c(F)cccc1F	-1	-7	6	-1	0	1.8	0	3	0.0
Cn1c(NC(=O)CCC2CCCCC2)cc(=O)n(C)c1=O	1	-1	-7	5	-3	0.0	1	-3	0.3
Cc1ccc(CC(=O)Nc2nnc(-c3ccc(F)cc3)o2)c(C)c1	2	-7	3	4	-2	1.7	0	2	0.2
CSCC(=O)N1CCC(n2nccc2NC(=O)c2ccc3c(c2)OCO3)CC1	-8	0	-16	1	-3	0.4	-3	9	-0.1
O=CN1CCN(C(=O)c2ccccc2F)CC1	0	-4	2	4	-6	0.0	-6	-3	0.0
CC1CCN(C(=O)c2ccccc2NS(=O)(=O)c2ccccc2)CC1	0	10	5	-2	-1	3.5	1	1	-3.2
CCOC(=O)Nc1ccc(S(=O)(=O)N2CCC(C)CC2)cc1	-25	9	0	-1	3	0.8	-6	-2	-0.2
CSc1ccc(/C=N/NC(=O)CN2CCN(Cc3ccc(Cl)cc3)CC2)cc1	-8	10	-2	0	-3	1.1	3	3	-1.7
N/C(=N\OC(=O)COc1ccc2ccccc2c1)c1cccnc1	-4	-5	-24	1	0	-0.2	-11	5	0.4
O=C(Nc1ccccc1Cl)NC1(C(=O)NCc2cccnc2)CCCCC1	-18	11	-2	-3	-2	-5.0	12	-8	-0.2
COCCCNC(=S)N1CCCN(c2nc3c(C)c(C)ccc3cc2C#N)CC1	8	5	-6	0	0	1.4	3	-8	-0.1
O=C(CCCc1ccccc1)Nc1ccnn1C1CCN(Cc2ccccc2F)CC1	-7	23	8	0	-1	-1.1	4	-1	-0.3

(more compounds)
SMILES	core dimer inh	PREPL inhibitor	GASC-1 inh	PP1 inh	TPT1 inh	PP5 inh	Fh CTSL1 inh	LYPLA2 inh	Efflux pump inh
O=C(CCSc1nnc(-c2ccncc2)o1)Nc1cccc2ccccc12	0	6	-7	0	2	-1.5	1	8	-0.2
Cc1cccc(NC(=O)CSc2nnc(-c3ccco3)c(-c3ccco3)n2)c1C	11	8	17	8	4	2.0	5	2	0.1
COc1cccc(NC(=O)c2cnc[nH]2)c1	4	0	9	-1	-4	-0.3	3	-4	0.1
CC1(C)CC2CC(C)(CN2C(=O)COC(=O)c2ccc(Cl)c(N)c2)C1 (stereo not given)	7	15	-1	-2	0	3.8	-9	-6	-0.1
Cc1cc(N2CCN(c3ccccc3)CC2)nc(-c2ccccc2O)n1	4	23	3	4	1	0.1	3	-4	-0.1
Cc1ccccc1C(=O)c1c[nH]c(C(=O)N2CCN(c3ccccc3F)CC2)c1	1	12	-10	2	-2	2.3	5	8	0.1
CSc1nsc(/C=C/Nc2ccc(C(=O)O)cc2)c1C#N	-28	5	8	1	31*	-0.2	2	-1	-0.1
COCCCNc1oc(-c2ccccc2F)nc1C#N	-5	-3	6	-3	1	-1.7	3	0	0.1
COc1ccc(-n2nc3c(=O)[nH][nH]c3cc2=O)cc1	-8	12	3	9	3	4.0	-2	8	0.1
Cc1nn(-c2ccccc2)c2[nH]c(=O)c(CNc3ccc4c(c3)OCCO4)cc12	-8	7	0	3	1	-0.4	-7	2	0.1
Cc1[nH]nc(N=CC2=C(O)CC(C)(C)CC2=O)c1-c1ccc(Cl)cc1	1	3	-7	-6	-1	1.5	2	0	0.1
Cc1cc(C=O)c(C)n1-c1ccc(Cl)c(C(=O)O)c1	3	8	-2	-2	3	4.3	-2	-4	0.2
CCOc1ccc(NC(=S)N(CCOC)C2CCN(C(C)C)CC2)cc1	0	13	-4	-1	-5	0.8	1	-1	0.0
O=C1NC(c2ccccc2)=C(c2nc3ccccc3s2)C(c2ccccc2)N1 (stereo not given)	8	-2	-7	6	-4	5.9	4	-1	0.0
C=C(C)CSc1nnc2[nH]c(=O)cc(N)n12	1	4	-5	-3	1	-0.5	-4	-2	0.1
COc1ccccc1-c1cc(=O)c2c(O)ccc([N+](=O)[O-])c2o1	-4	2	1	5	-3	2.1	0	0	-0.2
COc1ccc(N2CC(C(=O)NCc3ccccc3)CC2=O)cc1 (stereo not given)	-3	-8	6	0	0	0.8	-3	5	-0.1
CSc1ccc(S(=O)(=O)NC2CCCCC2)cc1	-1	2	-4	-5	0	3.9	-2	3	0.6
Cc1cc(C)c(C)c(S(=O)(=O)N2CCN(C(=O)C3CCC3)CC2)c1C	0	12	10	-2	-2	1.0	-3	-1	0.0
CCCc1cc(NCc2ccccn2)n2nc(C)c(-c3ccccc3)c2n1	0	18	5	-1	-2	3.6	6	4	0.1
CCOCc1nnc(NC(=O)COc2ccc3c(c2)OCO3)s1	4	0	1	7	0	1.5	-9	-10	1.7*
O=C(Nc1cccc(F)c1)c1cccnc1N1CCOCC1	4	-4	2	-5	2	0.3	-1	1	0.0
Cc1ccc(-c2[nH]ncc2CN2CCN(C(=O)c3cccs3)CC2)cc1C	3	38	-7	-7	3	2.6	1	-2	0.0
COCc1cc(C)nc(SCC(=O)Nc2cccc(C)c2C)c1C#N	-1	10	3	-3	0	1.0	-1	1	0.0
CC1CC(C)CN(C(=O)CSCC(=O)Nc2nc(-c3cccs3)cs2)C1 (stereo not given)	22	27	-6	5	-2	1.2	-5	-4	-0.1

Carrying on.
SMILES	core dimer inh	PREPL inhibitor	GASC-1 inh	PP1 inh	TPT1 inh	PP5 inh	Fh CTSL1 inh	LYPLA2 inh	Efflux pump inh
O=C(C1=C[C@@H](c2coc3ccccc3c2=O)C[C@@H](OCc2ccc(CO)cc2)O1)N1CCCCCCC1	8	30	96	-1	0	2.5	-3	5	.
Cc1c(C(c2ccccc2)c2c(C)n(C)n(-c3ccccc3)c2=O)c(=O)n(-c2ccccc2)n1C	4	-4	-1	3	2	-0.4	-2	-4	-0.1
Cc1ccc(-n2c(COc3c(C)cccc3C)nnc2SCC(=O)Nc2nccs2)cc1	11	2	-7	1	-2	-3.1	2	-9	-0.1
CNC(=S)N/N=C/c1cn(Cc2ccc(F)cc2)c2ccccc12	6	27	-18	2	-1	-0.4	7	-3	0.1
CC1(c2ccccc2)CC(C)(C)N2C(=O)C3(C(C#N)=C(N)Oc4cc(O)ccc43)c3cccc1c32 (stereo not given)	6	3	-3	2	2	6.6	-6	-18	-0.1
Nc1nonc1C(=O)NC(c1ccccc1)c1ccccc1	-7	-2	1	0	3	1.5	1	2	-0.1
Cc1nc2ccccc2n1S(=O)(=O)N(C)C	-1	3	6	3	-89	1.0	1	6	0.0
CCOC(=O)C1CCCCN1Cc1cccc(C(F)(F)F)c1 (stereo not given)	-2	-12	-2	3	0	0.2	-3	4	0.1
CCc1ccc(NC(=O)c2[nH]c(C)c(C(C)=O)c2C)cc1	-8	8	2	3	-3	1.1	1	-3	0.3
N/C(=N\OC(=O)CCCCCN1C(=O)c2ccccc2C1=O)c1ccccn1	-3	8	-10	1	-1	1.5	10	-1	-0.1
C=CCNC(=O)NC(=O)CSc1nnc(C(F)(F)F)n1C	4	-7	7	2	-1	-1.4	-1	-4	0.1
ON=C1c2cc(OCCN3CCCCC3)ccc2-c2ccc(OCCN3CCCCC3)cc21	0	1	-9	-3	0	-0.4	0	-1	0.1
CN1CCN(c2ccccc2NC(=O)COc2ccccc2)CC1	-1	-1	2	-6	-5	0.0	-1	-1	0.1
CC(=O)Nc1ccc(NC(=O)C/C(C)=N/NC(=O)COc2cc(C)c(Br)cc2Br)cc1	-1	28	-16	-1	1	-1.2	1	-4	0.0
CN1C(C(=O)NCc2ccc(OC(F)(F)F)cc2)CC2Cn3c(nc4cc(Cl)c(Cl)cc43)C21 (stereo not given)	-5	-19	-4	4	1	3.6	1	0	0.1
Cc1ccc(C(=O)Nc2cccnc2)cc1S(=O)(=O)N1CCOCC1	-1	-8	11	-4	-2	3.4	-1	2	0.0
COc1cc(C)c(S(=O)(=O)n2ccc(C)n2)cc1C	-2	-5	?	-2	0	-0.7	7	-1	-0.2
Cn1c(SCCOc2ccc(F)cc2)nnc1-c1ccncc1	1	1	-1	-1	0	-0.3	0	-1	0.1
COCC(=O)N1CCC(Oc2ccc(C(=O)N3C[C@@H](C)O[C@@H](C)C3)cc2)CC1	-2	20	2	-4	-2	0.8	-1	-4	-0.1
Cc1ccc(NC(=O)CN(C)C(=O)CSc2nc3ccccc3c(=O)n2Cc2ccco2)cc1	16	-17	13	3	1	5.8	3	1	0.0
COc1cc(NC(=O)c2[nH]c(C)c(C(C)=O)c2C)cc(OC)c1OC	-7	-2	14	0	0	-0.3	1	5	0.1
Cc1ccc(S(=O)(=O)N/N=C/c2cccc(OC3CSC3)c2)cc1	10	-10	-2	2	0	3.3	-1	2	-0.3
Cc1ccc(S(=O)(=O)Nc2ccccn2)cc1[N+](=O)[O-]	-1	-5	1	0	-3	-0.9	-4	-4	0.1
COc1ccc(C(=O)NCc2ccc3c(c2)OCO3)cc1	-5	5	1	-4	0	-1.2	2	1	-0.1
O=C(Cc1cn2ccsc2n1)Nc1ccccn1	-1	-1	-2	3	2	0.3	-1	8	-0.1
O=C(COC(=O)CNC(=O)c1ccccc1Cl)Nc1ccccc1Cl	.	5	-7	-2	.	0.7	.	4	0.0
COc1cccc(NS(=O)(=O)c2ccc(-c3coc(C)n3)cc2)c1	-3	4	-6	0	-3	0.7	1	-7	-0.1

Only part of the results is shown. The share of hits here may be higher or lower than overall.
